Bioassay records deposited in PubChem BioAssay by National Center for Advancing Translational Sciences (NCATS).
12-hLO inh – inhibitors of human 12-lipoxygenase (ALOX12) | purified 12-hLO, xylenol orange hydroperoxide absorbance | Potency, µM (series often up to 57.1 µM), for the others: at the highest dose activity change, negative = inhibition, actives largely listed as inhibitors | actives 0.12% (n = 150,000); further: potency means the concentration at half of the fitted maximal effect; nearly all actives have a fitted effect of over 55% in size; many of its hits are not listed in these tables
Target sequence (P18054 whole entry, looked up): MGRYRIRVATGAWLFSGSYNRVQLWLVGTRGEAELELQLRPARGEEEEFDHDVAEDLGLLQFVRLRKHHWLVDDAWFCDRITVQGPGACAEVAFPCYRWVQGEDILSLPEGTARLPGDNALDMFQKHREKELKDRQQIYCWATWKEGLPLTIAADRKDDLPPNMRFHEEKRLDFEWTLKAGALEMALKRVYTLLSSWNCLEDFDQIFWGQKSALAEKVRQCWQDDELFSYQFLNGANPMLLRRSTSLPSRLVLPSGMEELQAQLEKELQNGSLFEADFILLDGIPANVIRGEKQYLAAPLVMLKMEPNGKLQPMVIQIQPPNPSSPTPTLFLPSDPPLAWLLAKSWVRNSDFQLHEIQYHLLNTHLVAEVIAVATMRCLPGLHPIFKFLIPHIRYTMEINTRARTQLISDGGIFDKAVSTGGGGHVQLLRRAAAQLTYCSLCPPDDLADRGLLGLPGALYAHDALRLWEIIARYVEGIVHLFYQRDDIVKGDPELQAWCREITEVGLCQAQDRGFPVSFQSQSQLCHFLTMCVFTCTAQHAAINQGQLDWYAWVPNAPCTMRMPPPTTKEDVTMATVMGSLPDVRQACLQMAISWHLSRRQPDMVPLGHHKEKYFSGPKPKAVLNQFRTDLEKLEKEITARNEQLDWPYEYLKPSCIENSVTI
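Lipoxygenase turnover measured by absorbance at 573 and 405 nm after Fe-XO development. Human 12hLO 150 nM, arachidonate 40 uM, pH 7.0 Hepes buffer with detergent; 15 min compound preincubation, 30 min reaction.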
PNC assembly inh – blocks assembly of the perinucleolar compartment; PC3M PTB-GFP, PNC prevalence imaging, 16 h; active compounds read low; activity change (PNC), negative = inhibition, % at 10 µM; actives 3.1% (n = 140,000); AID 2417;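 active means readout at or below -70, meaning at least 70% loss of cells showing the perinucleolar compartment, a nuclear body marking cancer cells; inconclusive means readout between -30 and a set limit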;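 further: plate controls were DMSO wells for no effect and camptothecin positive control wells for full effect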
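Compounds are pinned in duplicate onto adhered PC3M cells stably expressing GFP-tagged PTB and incubated 16 h at 37 C. Cells are then fixed, nuclei stained with Hoechst, and PNC-positive cells counted.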
15-hLO-2 inh – blocks human 15-lipoxygenase 2 activity. O15296. purified 15hLO-2, xylenol orange hydroperoxide absorbance. Potency, µM (titrated, usually from 57.1 µM), for the others: at the highest dose activity change, negative = inhibition, hits mostly inhibitors. actives 0.56% (n = 110,000); further: potency means the concentration at half of the fitted maximal effect; nearly all actives have a fitted effect of over 60% in size; many of its hits are not listed in these tables
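Read-out: hydroperoxide product oxidises ferrous iron, measured as xylenol orange complex via the 573-to-405 nm absorbance ratio after 30 min. Reaction: 50 nM enzyme, 15 min compound preincubation, 45 uM arachidonic acid, 90 min RT, Hepes pH 7.5 with Triton X-100.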
IMPase cell inh – IMPase inhibition in cells; P97697; CHO-M1 cells, IP1 accumulation, HTRF TR-FRET ratio; inhibition (IP1 accumulation), % at 46.1 µM; 120,000 tested, under 10 active; active means well fitted curve in the direction sought with a large enough effect in the signal ratio, not every such curve was filed as active; inconclusive means small, poorly fitted or top-dose-only effect, or a change in a side signal; inactive means no such curve, though single readings can be large or run the other way; the % refers to the signal ratio;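 further: cells stimulated with carbachol in lithium chloride buffer; plate controls were DMSO basal wells for no effect and reference inhibitor wells for full effect; higher means more IMPase inhibition seen as more IP1 and lower FRET ratio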
Target sequence (P97697 whole entry, looked up): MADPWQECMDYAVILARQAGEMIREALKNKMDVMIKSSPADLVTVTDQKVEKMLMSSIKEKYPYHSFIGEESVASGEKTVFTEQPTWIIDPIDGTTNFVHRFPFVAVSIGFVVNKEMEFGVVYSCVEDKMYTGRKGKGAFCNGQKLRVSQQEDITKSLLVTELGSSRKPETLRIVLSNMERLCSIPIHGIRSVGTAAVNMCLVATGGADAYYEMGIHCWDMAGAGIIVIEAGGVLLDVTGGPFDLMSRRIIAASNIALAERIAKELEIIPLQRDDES
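CHO-M1, 2000 cells/well, cultured 16–30 h; cpd up to 46 uM; carbachol (50 uM solution, stimulation buffer w/ 50 mM LiCl, pH 7.4), 30 min 37C; IP-One TR-FRET, 10 min RT; Ex 320/Em 665, 620; Hill-fit AC50.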
Numbers without * were called inactive; ? = inconclusive; . = no result given; [ ] = dose if it differs, or a comment. Unless noted, the call rests on the fitted dose curve; in most records, active means well fitted curve in the direction sought with a large enough effect; inconclusive means small, poorly fitted or top-dose-only effect, or another doubt; inactive means no such curve, though single readings can be large; an effect the other way counts as inactive or inconclusive. Unless noted, on the % scale 0 is the no-effect control and ±100 the full control effect.

entry	compound	12-hLO inh	PNC assembly inh	15-hLO-2 inh	IMPase cell inh
1	Cc1ccc(S(=O)(=O)C(C#N)c2nc3ccccc3nc2N2CCCC2)cc1 (stereo unspecified)	28µM*	-11	?	?
2	CC(C)OC(=O)c1cc2c(ccn2C)n1CC(=O)N(Cc1ccccc1)c1ccc(F)cc1	-9%	7	.	14
3	CSc1ncccc1C(=O)OCC(=O)Nc1cc(C(F)(F)F)ccc1N1CCOCC1	-16%	?	2%	7
4	O=C(Oc1cccc(NC(=O)c2ccco2)c1)c1cccc(S(=O)(=O)N2CCCCC2)c1	-2%	-19	-5%	5
5	CN(C)C(CNC(=O)CSc1nnc(-c2ccco2)o1)c1ccccc1 (stereo unspecified)	-1%	33	0%	-2
6	O=C(c1cc2nc(-c3ccco3)cc(C(F)(F)F)n2n1)N1CCCc2ccccc21	2%	?	-23%	10
7	COc1ccc(NC(=O)N2CCCC3(CCNCC3)C2)cc1	-2%	.	10%	.
8	CCCc1cc(C(=O)NCCc2ccc(OC)c(OC)c2)no1	-5%	14	2%	9
9	O=C(COC(=O)Cc1cn2ccsc2n1)Nc1nc2ccccc2s1	-7%	-100*	9%	-3
10	Cc1cc(C)cc(NC(=O)C/C(N)=N/O)c1	-1%	-8	-2%	6
11	Cc1cccc(/C=N/c2sc3c(c2C#N)CCN(Cc2ccccc2)C3)c1O	-3%	?	.	.
12	Cc1cccc(C2N(c3nccs3)C(=O)C3CCCN32)c1 (stereo unspecified)	-3%	8	-2%	?
13	O=S(=O)(Nc1ccccc1Cl)c1ccc(F)cc1	3%	31	2%	-9
14	CCn1c(CCn2c3ccccc3c3ccccc32)n[nH]c1=S	-13%	12	.	.
15	C=CCn1c(SCc2cc(=O)n3ccsc3n2)nc2sc(C)c(C)c2c1=O	1%	-13	2%	4
16	O=C(N/C(=C/c1cn(-c2ccccc2)nc1-c1ccccc1)C(=O)N1CCOCC1)c1ccc(Cl)cc1Cl	-1%	43	.	.
17	CCOc1ccccc1C(=O)Nc1nnc(C(C)C)s1	2%	25	3%	3
18	CS/C(=N\NC(N)=O)c1ccccc1	2%	-20	.	.
19	O=C(OCc1nnc(-c2ccccc2)o1)c1cn(-c2ccccc2)nc1-c1ccccc1	-5%	-3	3%	9
20	O=S(=O)(/N=C(/Nc1cc(N2CCOCC2)ncn1)c1ccccc1)c1ccccc1	-5%	25	-3%	1
21	O=c1c2ccccc2nc(SCc2cccc(F)c2)n1Cc1ccco1	-7%	?	-6%	8
22	O=C(O)c1c[nH]c2cc(C(F)(F)F)ccc2c1=O	?	3	-4%	8
23	Cc1cccc2cc(CN(CCN3CCCC3)C(=O)NC3CCCCC3)c(=O)[nH]c12	1%	?	20%	-2
24	CCOC(=O)Cn1nc(C)n(-c2ccc(C)cc2)c1=O	0%	36	.	2
25	Cc1nn(-c2ccc(Cl)cc2)c(N)c1C(O)(CSc1nccn1C)C(F)(F)F (stereo unspecified)	?	18	0%	-11
26	CC(=O)N1CCC(=NNC(=O)CSc2cc(C)c(Br)cc2C)CC1	0%	?	.	-3
27	CC(C)Sc1nc2ccccc2n1CC(=O)NCc1ccc2c(c1)OCO2	-4%	-9	-6%	0
28	Cc1ccc(-c2nnc(CSc3nnc(COc4ccccc4)n3-c3ccccc3)o2)cc1	-17%	9	-2%	10
29	CCN1CCN(CCCCOc2ccccc2F)CC1	3%	?	-8%	6
30	Cc1ncc(CSc2nc3ccccc3[nH]2)c(N)n1	9%	?	7%[2.29 µM]	3
31	CC(NC(=O)Nc1ccc2c(c1)OCO2)C1CCCO1 (stereo unspecified)	-4%	-10	7%	-1
32	CN(C)c1ccc(NC(=O)c2sc(SCC(=O)Nc3nccs3)nc2N)cc1	-1%	53	?	14
33	Cc1ccn2c(C(=O)N/N=C\c3cccs3)c(C)nc2c1	1%	?	9%	6
34	CCCCC1CCC(C(=O)Nc2ccc(S(=O)(=O)Nc3nccs3)cc2)CC1 (stereo unspecified)	-12%	-8	14%	6
35	S=C(Nc1ccc(Cl)cc1)N(CCCN1CCOCC1)Cc1ccco1	3%	?	.	.
36	COc1ccc(OCC(=O)NN2Cc3ccccc3C2=N)cc1	6%	34	6%	-6
37	Cc1cc(C)nc(Nc2n[nH]c(Cc3ccccc3)n2)n1	3%	13	.	-14
38	CCCCc1nc(SCC(=O)Nc2ncccn2)n[nH]1	4%	-25	6%	-2
39	COCCNC(=O)CSc1nc2cc(OC)c(OC)cc2c(=O)n1CCC1=CCCCC1	-4%	?	.	1
40	O=C(CNC(=O)C1COc2ccccc2O1)N/N=C\c1cccc(O)c1 (stereo unspecified)	-2%	-17	.	.
41	Cn1c(=O)c2c(SCc3c(F)cccc3Cl)nc(CC(C)(C)C)nc2n(C)c1=O	4%	27	-6%	-1
42	Cc1ccc(S(=O)(=O)N2CCC(C(=O)OCC(=O)N3CCc4ccccc43)CC2)cc1	-12%	-12	1%	4
43	O=S(=O)(Nc1nc(-c2sccc2Cl)cs1)c1cc(Cl)ccc1Cl	-25%	-14	?	-2
44	CC1(C)Cc2ccccc2-c2nc3ccccc3c(=O)n21	-2%	23	6%	8
45	O=C(CN1CCN(c2ccc(F)cc2)CC1)Nc1ccc(F)c(F)c1	-3%	?	2%	6
46	CC(=O)Nc1ccc(Br)cc1C(=O)C(=O)O	-2%	68	.	-7
47	CC1CCc2sc(C(=O)N=Nc3c(O)[nH]c4ccccc34)cc2C1 (stereo unspecified)	3%	-18	.	-8
48	CC1(C)CC(=O)C=C(NC2CC(C)(C)NC(C)(C)C2)C1	1%	44	-6%	6
49	O=C(CNC(=O)c1ccccc1Cl)N/N=C/C=C/c1ccccc1	1%	-18	.	11
50	O=C(O)c1nnsc1-c1csnn1	3%[11.4 µM]	.	4%[11.4 µM]	.

Given with two lines to a compound: part of the list above.
Screens in order – 12-hLO inh	PNC assembly inh	15-hLO-2 inh	IMPase cell inh
38: CCCCc1nc(SCC(=O)Nc2ncccn2)n[nH]1
    4%	-25	6%	-2
39: COCCNC(=O)CSc1nc2cc(OC)c(OC)cc2c(=O)n1CCC1=CCCCC1
    -4%	?	.	1

Remaining list, next part
entry	compound	12-hLO inh	PNC assembly inh	15-hLO-2 inh	IMPase cell inh
51	BrCCOCCOc1ccc2ccccc2c1	0%	-17	.	.
52	COc1ccc2c(c1)CC/C(=C\c1ccc(OC)c(Cn3nc(C)cc3C)c1)C2=O	-7%	7	13%	10
53	Cn1c(=O)c2[nH]c(CCCCc3nc4ccccc4[nH]3)nc2n(C)c1=O	-2%[11.4 µM]	.	-2%[11.4 µM]	.
54	O=C(CC1C(=O)NCCN1C(=O)Nc1ccccc1)Nc1ccc2c(c1)OCO2 (stereo unspecified)	-4%	10	-4%	-5
55	O=C(NC1CCCC1)C1CCC(=O)N1C1CCCC1 (stereo unspecified)	7%	72	-2%	2
56	O=C(Nc1cc(C(F)(F)F)ccc1N1CCOCC1)c1cccnc1Cl	-5%	-29	-5%	-5
57	O=C(NCC1CC1)c1ccc(Nc2nc3ccc(Br)cc3[nH]2)cc1	-10%	35	11%	-2
58	COc1ccccc1/C=N/NC(=O)c1nnn(-c2nonc2N)c1CSC1=NCCS1	-5%	-3	.	.
59	CCSc1nnc(NC(=O)c2cnccn2)s1	-6%	10	-3%	0
60	CC1(C)CC2(CCO1)CNC(=O)O2 (stereo unspecified)	-1%	0	-4%	-8
61	CCOC(=O)N1CCC(Nc2nc(OC)nc(OC)n2)CC1	-3%	17	-1%	0
62	OC(CNCc1ccccc1)Cn1ccc2ccccc21 (stereo unspecified)	0%	47	.	.
63	O=C1c2ccccc2C(=O)N1CCCc1c[nH]c2ccccc12	-3%	60	.	4
64	COC(=O)CNC(=O)CSc1nnc(C)c(=O)[nH]1	3%	-29	.	9
65	COc1cc(OC)c(C2N(c3ccc(Cl)cc3)C(=O)C3CCCN32)cc1OC (stereo unspecified)	1%	20	-2%	3
66	COC(=O)C1CCN(C(c2ccc(OC)c(OC)c2)c2sc3nc(C)nn3c2O)CC1 (stereo unspecified)	-3%	?	1%	-3
67	O=C(/C=N/O)Nc1ccccc1	-2%	6	-7%	-4
68	CCc1cccc(CC)c1NC(=O)CCCSc1nc2ccccc2s1	0%	9	.	-14
69	COC(=O)[C@H](C)NC(=O)NC1CCCc2ccccc21 (stereo partly specified)	6%	?	0%	-1
70	Cc1cc(SCC(=O)c2ccccc2)nc(SCC(=O)c2ccccc2)n1	-1%	21	9%	9
71	Nc1nc2n(n1)C(c1ccco1)CC(c1ccc(Cl)cc1)N2 (stereo unspecified)	-8%	-6	24%	-11
72	CC1CN(C(=O)c2ccccc2C(=O)c2ncc[nH]2)CC(C)O1 (stereo unspecified)	-1%	12	-7%	2
73	COc1cccc(NC(=O)CCSc2ccc(C)cc2)c1	1%	-22	.	-1
74	O=C(NC1CCCCC1)N1CCN(C2CCCCC2)CC1	2%	?	2%	-1
75	CN(c1ccccc1C(=O)Nc1ccc2c(c1)OCO2)S(C)(=O)=O	-1%	-100*	.	4
76	Cn1nc(C(F)(F)F)c(/C=N/OC(=O)c2ccccc2Cl)c1SCc1ccc(Cl)cc1	4%	?	-4%	11
77	CC(C)(C)OC=O	3%	.	-5%	.
78	Nc1nnc(SCC(=O)Nc2ccc(F)c(Cl)c2)n1-c1ccccc1	-9%	5	15%	14
79	O=C1c2ccccc2C(=O)N1OCc1ccccc1	-1%	12	-5%	2
80	CCOC(=O)N1CCN(C(=O)Cn2nc(C)c3sc4ccccc4c3c2=O)CC1	2%	3	0%	-12
81	c1cncc(-c2nc(N3CCCCCC3)c3ccccc3n2)c1	-12%	1	40%[activator]	1
82	COc1ccc2oc3ccc(OC)cc3c(=O)c2c1	-2%	74	8%	-2
83	COc1ccccc1/C=N/NC(=O)C1=NNC(c2ccccc2)(c2ccccc2)C1	0%	0	.	9
84	O=C(CNC(=S)NC(=O)C1CCCCC1)c1ccccc1	0%	-21	.	.
85	Cc1ccc(NC(=O)CN2C(=O)S/C(=C\c3cc(C)n(C)c3C)C2=O)cc1	-11%	71	16µM*	7
86	CCCOc1ccc(N2C(=O)CC(N3CCN(C(=O)c4ccco4)CC3)C2=O)cc1 (stereo unspecified)	-5%	-7	-8%	8
87	COC(=O)c1sc(S(=O)(=O)Nc2ccc(Br)cc2)c(C(=O)OC)c1C	-1%	-22	.	-6
88	Cc1ccccc1-n1nc(C)c2cc(C(=O)N3CCOCC3)sc21	-3%	12	5%	6
89	COC(=O)COC(=O)c1ccccc1NC(=O)c1ccccc1	-2%	170	.	.
90	CSc1nnc(-c2sc3cc(C(F)(F)F)cnc3c2-c2ccccc2)n1C	3%	47	2%	-6
91	O=C1CCCC2=C1C1(CCCCC1)N=C(Nc1nc3ccccc3s1)N2	-1%	31	-2%	-3
92	CCCCN(CC)CCCNC(=O)c1cc2c(=O)n(C)c3ccccc3c2n1C	12%	?	.	2
93	C/C(=N/NC(=O)Cc1cccn1C)c1ccccc1	3%	39	2%	5
94	CC1(c2ccccc2)CC(C)(C)N2C(=O)/C(=C3\SC(=S)NC3=O)c3cccc1c32 (stereo unspecified)	-3%	-2	.	-3
95	Cc1ccc(S(=O)(=O)N2CCN(C(=O)CCC(=O)OCC(=O)Nc3cccc(C#N)c3)CC2)cc1	-5%	-20	1%	6
96	CC1Cc2ccccc2N1C(=O)CN1CCc2ccccc2C1 (stereo unspecified)	-4%	18	3%	2
97	COc1cc(C2c3sc(=O)[nH]c3SC3C4CCC(C4)C23)ccc1O (stereo unspecified)	-12%	115	?	10
98	Clc1cccc(-c2cc3nc4c(c(N5CCNCC5)n3n2)CCCC4)c1	1%	261	.	9
99	CCN(CC)c1ccc2c(C)cc(=O)oc2c1	1%	.	-5%	.

A portion of the library; the hit share may differ from the screen's.
